mlh1 rad18 – NCI yeast anticancer drug screen, S. cerevisiae mlh1 rad18 strain. % growth inhibition at 50 µM. 79,000 compounds, 11% hits. AID 175;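 further: 0% = growth of vehicle-only cultures of the same strain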
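Test agents were incubated with a yeast strain of defined genotype (DNA damage repair defect). Inhibition of growth was derived by comparison with vehicle-exposed cultures.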
cln2 rad14 – NCI yeast anticancer drug screen, S. cerevisiae cln2 rad14 strain; % growth inhibition at 50 µM; 78,000 compounds, 8.3% hits; AID 165;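 further: 0% = growth of vehicle-only cultures of the same strain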
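Strain: cln2 rad14 yeast, altered in cell cycle control and DNA damage repair. Read-out: growth inhibition vs vehicle.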
bub3 – NCI yeast anticancer drug screen, S. cerevisiae bub3 mutant strain; % growth inhibition at 50 µM; 78,000 compounds, 9.9% hits;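 further: 0% = growth of vehicle-only cultures of the same strain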
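Steps: expose the mutant yeast strain to compound; grow alongside vehicle-treated cultures; measure growth; express inhibition against the vehicle cultures.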
mec2-1 – NCI yeast anticancer drug screen, S. cerevisiae mec2-1 strain; % growth inhibition at 50 µM; 79,000 compounds, 9% hits;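 further: 0% = growth of vehicle-only cultures of the same strain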
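mec2-1 yeast strain, carrying an alteration in DNA damage repair or cell cycle control, was exposed to compounds; growth inhibition was measured relative to vehicle-treated controls.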
yeast sgs1 mgt1 – NCI yeast anticancer drug screen, S. cerevisiae sgs1 mgt1 strain; % growth inhibition at 50 µM; 78,000 compounds, 10% hits; AID 161;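 further: 0% = growth of vehicle-only cultures of the same strain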
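Genetically altered yeast, compound exposure, growth inhibition relative to vehicle.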
rad50 – NCI yeast anticancer drug screen, S. cerevisiae rad50 strain | 79,000 compounds, 10% hits | growth inhibition, % at 50 µM | AID 155;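 further: 0% = growth of vehicle-only cultures of the same strain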
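Growth of the mutant yeast was measured after compound exposure and referenced to vehicle-treated cultures.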
Active calls of the source: *; & = joins results of further samples. No stated cut-off is given here; in the data, active means growth inhibition above about 70%; inactive means the rest. An unsorted share of the library; about 14% have a hit in one of these screens.

structure	mlh1 rad18	cln2 rad14	bub3	mec2-1	yeast sgs1 mgt1	rad50
Cn1ccc2c(c1=O)C(=O)OC2(C)C	8	5	6	1	-1	1
OC(c1ccccc1)(c1ccccc1)c1nc2ccccc2[nH]1	-1	-20	0	-2	14	3
c1ccc(C2=NC2c2ccccc2)cc1 (stereo not given)	-11	3	-9	11	-4	2
O=C(CCN1CCCCC1)/C(=C\c1ccc(Cl)cc1)c1ccccc1	99*	99*	99*	99*	99*	99*
C/C=C1\CCCCN(Cc2ccccc2)CCC1	45	59	38	18	35	35
COC(=O)c1c2c(cc3c1CCC3)CCC2	-20	15	33	-3	-32	-21
CC/C(=N\N=C(/CC)c1ccc[nH]1)c1ccc[nH]1	9	6	23	-24	10	37
COc1cncn2c(C)nnc12	-33	11	-6	-8	2	-17
OC(c1ccccc1)(c1ccccc1)c1ccc[cH-]1.OC(c1ccccc1)(c1ccccc1)c1ccc[cH-]1.[Fe+2]	35	-14	70*	9	-2	-1
CC1=C(/C=C/C(O)CC(O)(C(F)(F)F)C(F)(F)F)C(C)(C)CCC1 (stereo not given)	63	43	17	21	19	38
NC(=O)c1[nH]cnc1/N=N/N1CCCC1	31	18	18	20	34	65
[N-]=[N+]=NC[C@H]1OCO[C@H](CN=[N+]=[N-])[C@@H](OCCOCCCl)[C@@H]1OCCOCCCl	-16	-21	-29	-23	-11	-13
COC(=O)C1=C(OC)C(C(=O)c2ccccc2)NC1=O (stereo not given)	5	-72	-7	1	4	-1
CC(=O)c1cccc(NC2C(N)C(NC(=O)N(C)C)(C(C)O)C(C)(O)C2(O)COC(=O)c2c(C)cccc2O)c1 (stereo not given)	93*	92*	94*	94*	95*	93*
CCCCNC(C(=O)c1ccc(N(C)C)cc1)c1ccccc1 (stereo not given)	-14	-8	3	-11	-3	4
CCCCCCC(C)OC(=O)c1ccccc1C(=O)O (stereo not given)	15	64	13	0	18	12
CC(C)NC(=O)C12CCC(CC1)C2	24	-4	2	-3	-10	-1
Nc1ccccc1C(=O)/C=C/c1ccccc1	97*	80*	99*	99*	95*	99*
COC(=O)C#Cc1cccc(OC)c1OC	10	-31	12	15	23	22
O=C(O)C1CCCN1Cc1cc2ccccc2c2ccccc12 (stereo not given)	26	9	-3	-11	-26	11
CC(=O)NCC(O)c1ccc2c(c1)[nH]c1ccccc12 (stereo not given)	29	20	30	8	4	29
CCOc1cccc(OCC)c1	14	-2	1	27	-7	23
FC(F)(F)c1ccc(Nc2ccc(C(F)(F)F)cc2)cc1	100*	100*	100*	100*	100*	100*
O=C(NNC(=O)c1ccccc1F)c1ccc2ccccc2c1	-7	-2	-2	-13	-9	-15
C(=N\c1nccs1)/c1ccc(/C=N/c2nccs2)cc1	7	9	12	-5	2	-5
CC(N)CCCO (stereo not given)	-2	10	-2	-6	1	-5
CC1=C(C(=O)Nc2ccccc2C)C(c2cccc([N+](=O)[O-])c2)C(C(=O)Nc2ccccc2C)=C(C)N1	39	54	40	24	1	-13
Cc1cc[n+](-c2nc3c([O-])n(C)c(=O)n(C)c-3n2)cc1	19	-40	9	11	6	1
COc1ccc(Cc2nc3c([nH]2)c(=O)n(C)c(=O)n3C)cc1	1	-51	1	-14	0	0
OCC(O)C(O)C(O)C(O)CNCC(O)C(O)C(O)C(O)CO (stereo not given)	21&21&17	-3&-8&-6	4&14&13	10&17&15	-2&14&13	20&10&5
NNC(=O)C(=O)Nc1ccc(F)cc1	8	28	2	7	5	20
O=C(O)c1c[nH]c2c(Cl)cccc2c1=O	14	11	18	-16	4	19
O=C(N=Nc1c(O)[nH]c2c(Cl)cc(Cl)cc12)c1ccccc1O	4	12	-9	-1	-10	-1
CCNC(=O)C1Cc2ccccc2N(CC)C1 (stereo not given)	3	-12	-2	-7	-1	-13
Cc1c(C(=O)Nc2ccc(Cl)c(C(F)(F)F)c2)oc2cc(O)ccc2/c1=N\NC(N)=S	-17	-8	-7	-14	-24	-12
CCC1(CC)CCC(C(=O)OC)/C1=N\Nc1ccc([N+](=O)[O-])cc1[N+](=O)[O-] (stereo not given)	35	30	2	9	40	41
CC(=O)NCC1OC2COC(c3ccccc3)OC2C2N=C(c3ccccc3)OC12 (stereo not given)	82*	8	15	1	8	-9
C[Si](C)(C)CC(c1ccccc1)C(O)c1ccccc1 (stereo not given)	99*	94*	99*	98*	98*	99*
COC(=O)C(CC(C)C)NC(=O)C(C)NC(=O)C(Cc1ccc(OCc2ccccc2)cc1)NC(=O)C(COCc1ccccc1)NC(=O)OC(C)(C)C (stereo not given)	-6	14	26	-9	-5	-9
COC(=NC(C)C)NC(C)C	14	14	5	-17	6	6
Cc1ccc([N+](=O)[O-])c2c(NCCCN(C)C)ccnc12	49	5	13	16	20	42
S=c1nc(-c2nc(=S)[nH]c3c2CCCCC3)c2c([nH]1)CCCCC2	14	9	-10	2	0	17
O=C(O)CCc1nc2c(n1Cc1ccccc1)C(=O)c1ccccc1C2=O	13	45	41	21	43	28
COc1ccc(N2C(=O)C3c4[nH]c5c(C)cccc5c4C4CCC(C(C)(C)C)CC4C3C2=O)cc1 (stereo not given)	18	-5	-2	1	-1	-2
Cc1cccc(O)c1O	20	0	17	0	23	25
CCCCn1c(=O)cc(C(=O)O)c2ccccc21	0	-9	-8	-13	0	2
COc1ccc(Nc2nc(C)nc3ccc(Cl)cc23)cc1	-24	-13	-49	-2	5	-13
OC/C(=C\c1ccccc1Br)c1ccccc1Br	99*	97*	99*	99*	99*	99*
CN(C)Cc1cccc(CN(C)C)[c]1[Sn]([Br])([c]1ccccc1)[c]1ccccc1	91*	87*	89*	86*	89*	82*
CCc1cccc(C(C)CC)c1NC(=O)C(=O)C(CC(=O)Nc1ccc(Cl)c(Cl)c1)C(=O)OC (stereo not given)	-11	10	20	-11	9	-21

Sorted by molecular weight (smallest number first): some entries from above.
structure	mlh1 rad18	cln2 rad14	bub3	mec2-1	yeast sgs1 mgt1	rad50
CC(N)CCCO (stereo not given)	-2	10	-2	-6	1	-5
Cc1cccc(O)c1O	20	0	17	0	23	25
COc1cncn2c(C)nnc12	-33	11	-6	-8	2	-17
CCOc1cccc(OCC)c1	14	-2	1	27	-7	23
Cn1ccc2c(c1=O)C(=O)OC2(C)C	8	5	6	1	-1	1
NNC(=O)C(=O)Nc1ccc(F)cc1	8	28	2	7	5	20
Nc1ccccc1C(=O)/C=C/c1ccccc1	97*	80*	99*	99*	95*	99*
CCNC(=O)C1Cc2ccccc2N(CC)C1 (stereo not given)	3	-12	-2	-7	-1	-13
CC/C(=N\N=C(/CC)c1ccc[nH]1)c1ccc[nH]1	9	6	23	-24	10	37
COC(=O)C1=C(OC)C(C(=O)c2ccccc2)NC1=O (stereo not given)	5	-72	-7	1	4	-1
C[Si](C)(C)CC(c1ccccc1)C(O)c1ccccc1 (stereo not given)	99*	94*	99*	98*	98*	99*
COc1ccc(Cc2nc3c([nH]2)c(=O)n(C)c(=O)n3C)cc1	1	-51	1	-14	0	0
O=C(O)C1CCCN1Cc1cc2ccccc2c2ccccc12 (stereo not given)	26	9	-3	-11	-26	11
OCC(O)C(O)C(O)C(O)CNCC(O)C(O)C(O)C(O)CO (stereo not given)	21&21&17	-3&-8&-6	4&14&13	10&17&15	-2&14&13	20&10&5
O=C(O)CCc1nc2c(n1Cc1ccccc1)C(=O)c1ccccc1C2=O	13	45	41	21	43	28
CCC1(CC)CCC(C(=O)OC)/C1=N\Nc1ccc([N+](=O)[O-])cc1[N+](=O)[O-] (stereo not given)	35	30	2	9	40	41
[N-]=[N+]=NC[C@H]1OCO[C@H](CN=[N+]=[N-])[C@@H](OCCOCCCl)[C@@H]1OCCOCCCl	-16	-21	-29	-23	-11	-13
CC1=C(C(=O)Nc2ccccc2C)C(c2cccc([N+](=O)[O-])c2)C(C(=O)Nc2ccccc2C)=C(C)N1	39	54	40	24	1	-13

(continued)
structure	mlh1 rad18	cln2 rad14	bub3	mec2-1	yeast sgs1 mgt1	rad50
N#Cc1c2nc3ccccc3nc2n2ccccc12	54	1	1	19	-19	1
Nc1nc(N)c2cc(CNc3ccc(C(=O)NC(C(=O)O)C(=O)O)cc3)ccc2n1	-16	-17	-14	8	-3	-39
CC(=O)Nc1ccc(S(=O)(=O)Nc2c(-c3ccccc3)[nH]c(C)c2C(C)=O)cc1	14	-1	2	8	-10	2
Cc1cccc(NC(=O)CCCCCCCCC(=O)Nc2cccc(C)c2C)c1C	12	-41	-2	1	-2	-5
COc1cc2cnc3c4cc(O)ccc4ccc3c2cc1OC	-10	3	0	-16	-6	0
CC(CN1CCCC1)OC(=O)C(c1ccccc1)c1ccccc1 (stereo not given)	-16	-45	-13	-21	9	-9
COc1cccc(/C=C(\C#N)C(=O)c2ccccc2)c1	19	20	14	20	11	4
Nc1ccc(Cl)cc1C(=O)N1CCN(c2ccc([N+](=O)[O-])cn2)CC1	19	36	43	16	51	33
CC[n+]1ccnc2ccccc21	14	-8	12	-8	-1	-12
COCC(=O)Oc1ccc[nH]c1=O	22	-17	-7	3	8	2
COc1c(C)cc(C)c(CO)c1-c1c(CO)c(C)cc(C)c1OC	-1	25	6	9	-2	7
CC1=CC(=N/S(=O)(=O)c2ccccc2)/C2CC(C)=C(C)CC2/C1=N\S(=O)(=O)c1ccccc1 (stereo not given)	85*	57	81*	79*	93*	83*
CCC(COS(=O)(=O)c1ccc(C)cc1)(COS(=O)(=O)c1ccc(C)cc1)COS(=O)(=O)c1ccc(C)cc1	26	58	22	4	42	14
Cn1ccc(=Nc2ccc(NC(=O)c3ccc(N=c4ccn(C)c5ccc([N+](=O)[O-])cc45)cc3[N+](=O)[O-])cc2)cc1	32	15	2	8	-4	-7
CC(C)N(C(N)=O)c1ccc2c(c1)OCO2	1	9	0	-22	11	-10
COc1nc2c(c(O)c(C)c(=O)n2OC2OCC(OC(C)=O)C(OC(C)=O)C2OC(C)=O)c(=O)n1C (stereo not given)	-21	-2	-10	-19	-31	0
CCN(CC)CC(C)(C)CO	37	61	48	20	21	33
COc1cc(/C=C/C=C2\CCC/C(=C\C=C\c3ccc(O)c(OC)c3)C2=O)ccc1O	14	19	11	0	11	14
Cn1nc(-c2cccc(-c3nn(C)c(=NCCO)s3)n2)sc1=NCCO	-41	-7	-28	-25	-51	-30
O=C(Cc1ccccc1)N(c1ccccc1)c1ccccc1	6	15	50	-9	13	24
O=C1OC(=O)[C@H]2[C@@H]3CC[C@@H](C3)[C@@H]12	21	-10	-11	-2	-4	-2
